High-throughput results: PubChem, The Scripps Research Institute Molecular Screening Center
GAA850 FXN act = FXN promoter activators, primary screen, cell-based, luciferase luminescence, HEK293 lucGAA850 | 0.56% of 360,000 active | AID 540364, 2011 | activation, % at 6 µM | HEK293 lucGAA850 FXN promoter luciferase reporter, 24 h; percent of 10 µM SAHA response;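 active means activation above the average of all compounds screened plus 3 SD, cutoff fixed separately per campaign, cut at about 7.5% in these data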;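 further: 0% = DMSO wells and 100% = 10 µM SAHA wells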
ADAM10 inh = human ADAM10 inhibitors, primary screen, biochemical, QFRET, HTS | 0.62% of 370,000 active | inhibition, % at 7 µM | recombinant ADAM10, EDANS/DABCYL FRET peptide cleavage, 3 h | AID 720582, 2013 | Disintegrin and metalloproteinase domain-containing protein 10 (Homo sapiens), O14672;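 active means inhibition above a per-campaign cutoff equal to the mean of compounds falling between control-based bounds plus 3 SD, cut at about 20% in these data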;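 further: 0% = DMSO wells while the 100% control is not disclosed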
hcDAF12 agonist = H. contortus DAF-12 nuclear receptor activators, primary screen, cell-based, luminescence, HEK293, lit1-tk-luc reporter. HEK293 hcDAF-12 lit1-tk-luc reporter; 0% DMSO, 100% Δ7-dafachronic acid. activation, % at 6.8 µM. 1.4% of 370,000 active. AID 652067, 2013;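 active means activation above the mean of all tested compounds plus 3 SD, cut at about 5.5% in these data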;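 further: 100% = response to 3 µM Δ7-dafachronic acid high control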
DAX1 inh-1 = DAX1 (NR0B1) inhibitors, primary screen, cell-based, HEK293, Gal4-DAX1, luciferase luminescence | Nuclear receptor subfamily 0 group B member 1 (Homo sapiens), P51843 | HEK293 Gal4-DAX1 luciferase reporter | inhibition, % at 6.75 µM | 0.99% of 340,000 active | AID 504766, 2011;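 active means inhibition above the mean over all tested compounds plus 3 SD, cut at about 4.2% in these data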;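 further: 0% = DAX1-transfected cells with DMSO and 100% = empty-vector control cells with DMSO; inhibition shows as a rise in luminescence from relieved DAX1 repression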
ADAM17 inh = ADAM17 inhibitors, primary screen, biochemical, QFRET | recombinant ADAM17, EDANS/DABCYL FRET peptide cleavage | inhibition, % at 6.95 µM | AID 720648, 2013 | Disintegrin and metalloproteinase domain-containing protein 17 (Homo sapiens), P78536 | 0.83% of 370,000 active;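 active means inhibition above the mean of compounds lying between control limits plus 3 SD, set per campaign, cut at about 8.5% in these data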;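 further: 0% = DMSO-only wells as the low control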
PLC-gamma1 inh = PLC-gamma1 enzyme inhibitors, primary screen, biochemical, fluorescence, purified enzyme; fluorogenic substrate; inhibition, % at 12.2 µM; 0.84% of 370,000 active; in the data active means inhibition above about 9.5%
sPLA2-III inh = human group III sPLA2 inhibitors, primary screen, biochemical, QFRET, BODIPY PC-A2 liposome substrate | Group 3 secretory phospholipase A2 (Homo sapiens), Q9NZ20 | QFRET BODIPY PC-A2 liposome hydrolysis, fluorescence | inhibition, % at 12.2 µM | 0.56% of 370,000 active | AID 743126, 2013;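 active means inhibition above mean plus 3 SD of compounds lying within the high and low control bounds, cut at about 19% in these data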;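 further: 0% = median of test compound wells and 100% = no enzyme DMSO wells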
DAX1 inh-2 = DAX1 (NR0B1) inhibitors on StAR promoter, primary screen, cell-based, luminescence, SF-1 (NR5A1), full-length DAX-1; inhibition, % at 6.8 µM; 1.1% of 370,000 active; HEK293T StAR-luciferase reporter, SF-1/DAX-1 repression relief; AID 652010, 2013;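 active means inhibition above the mean over all tested compounds plus 3 SD, cut at about 3.6% in these data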;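 further: 0% = DAX-1 cells with DMSO and 100% = cells lacking DAX-1 with DMSO; higher inhibition means more luminescence from relief of DAX-1 repression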
PLC-beta3 inh = human PLC-beta3 inhibitors, primary screen, biochemical, fluorescence | 1-phosphatidylinositol 4,5-bisphosphate phosphodiesterase beta-3 (Homo sapiens), Q01970 | AID 720704, 2013 | Purified PLC-beta3, fluorogenic substrate | 0.18% of 370,000 active | inhibition, % at 12.2 µM; in the data active means inhibition above about 11%;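 further: 0% = median of compound wells on plate and 100% = full blocker control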
Target sequence (Q01970 whole entry, looked up): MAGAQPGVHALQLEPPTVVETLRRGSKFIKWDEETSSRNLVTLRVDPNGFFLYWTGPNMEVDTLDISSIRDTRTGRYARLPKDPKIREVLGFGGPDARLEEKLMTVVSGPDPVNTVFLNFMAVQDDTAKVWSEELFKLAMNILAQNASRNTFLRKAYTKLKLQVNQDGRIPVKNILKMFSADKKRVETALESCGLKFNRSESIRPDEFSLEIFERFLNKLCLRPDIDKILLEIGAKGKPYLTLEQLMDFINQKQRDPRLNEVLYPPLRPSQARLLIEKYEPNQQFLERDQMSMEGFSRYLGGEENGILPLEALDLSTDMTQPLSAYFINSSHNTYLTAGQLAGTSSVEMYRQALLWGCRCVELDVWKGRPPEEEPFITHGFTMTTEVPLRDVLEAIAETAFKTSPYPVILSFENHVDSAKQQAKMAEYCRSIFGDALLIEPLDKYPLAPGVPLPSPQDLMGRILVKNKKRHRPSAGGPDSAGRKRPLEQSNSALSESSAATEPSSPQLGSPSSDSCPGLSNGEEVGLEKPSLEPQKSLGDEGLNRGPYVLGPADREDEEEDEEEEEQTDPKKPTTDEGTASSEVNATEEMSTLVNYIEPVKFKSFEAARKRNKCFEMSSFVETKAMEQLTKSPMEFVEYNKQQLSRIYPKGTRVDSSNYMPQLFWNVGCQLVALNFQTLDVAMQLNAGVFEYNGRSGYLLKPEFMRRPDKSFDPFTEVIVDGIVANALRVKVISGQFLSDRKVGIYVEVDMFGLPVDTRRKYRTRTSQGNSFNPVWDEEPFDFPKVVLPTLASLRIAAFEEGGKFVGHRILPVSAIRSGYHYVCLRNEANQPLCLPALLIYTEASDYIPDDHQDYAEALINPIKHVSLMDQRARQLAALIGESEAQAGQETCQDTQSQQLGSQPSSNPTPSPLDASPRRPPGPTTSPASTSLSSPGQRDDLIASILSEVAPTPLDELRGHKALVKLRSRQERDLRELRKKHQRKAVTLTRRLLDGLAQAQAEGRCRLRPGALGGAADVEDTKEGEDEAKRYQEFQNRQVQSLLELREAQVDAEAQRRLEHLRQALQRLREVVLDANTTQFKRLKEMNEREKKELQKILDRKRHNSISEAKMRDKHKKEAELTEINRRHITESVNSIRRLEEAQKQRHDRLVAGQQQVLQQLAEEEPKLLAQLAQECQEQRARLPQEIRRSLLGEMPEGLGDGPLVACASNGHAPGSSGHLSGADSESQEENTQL
ssDAF-12 act = S. stercoralis DAF-12 nuclear receptor activators, primary screen, cell-based, luminescence, HEK293, GRIP1 co-expression, lit1-tk-luc | HEK293 ssDAF-12/GRIP1 lit1-tk-luc reporter; % of 3 µM dafachronic acid response | activation, % at 6.8 µM | 1% of 370,000 active | AID 652126, 2013;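 active means activation above the mean over all tested compounds plus 3 SD, cut at about 0.9% in these data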;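 further: 0% = DMSO-only wells and 100% = 3 µM delta7-dafachronic acid wells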
hgDAF12 agonist = H. glycines DAF-12 receptor agonists, primary screen, cell-based, luminescence, HEK293, GAL4 fusion, UAS-luciferase. HEK293 GAL4-hgDAF12 UAS-luciferase reporter, agonist luminescence; normalized to butyrate control. activation, % at 6.8 µM. 1.8% of 370,000 active. AID 687014, 2013;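 active means activation above a cutoff set at the mean of all screened compounds plus 3 SD, cut at about 10% in these data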;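 further: 0% = DMSO wells and 100% = sodium butyrate wells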
* hit, by the source's call; x = not tested or not shown. An unsorted share of the library, and some 6.9% of all compounds hit somewhere here.

Molecule	GAA850 FXN act	ADAM10 inh	hcDAF12 agonist	DAX1 inh-1	ADAM17 inh	PLC-gamma1 inh	sPLA2-III inh	DAX1 inh-2	PLC-beta3 inh	ssDAF-12 act	hgDAF12 agonist
CCc1cccc(NS(=O)(=O)c2ccc3c(c2)n(C)c(=O)n3C)c1	1.5	5	-4.3	-1.9	-6	-1	-1	-1.0	-8	-1.3	-7.1
COc1ccc(-c2cnc3c(NC=O)cc(-c4ccccc4OC)cn23)cc1OC	-2.6	-23	-2.5	x	-5	-49	-8	11*	-65	-2.3	-0.2
O=C1OCCN1C(=O)[C@H]1[C@H](c2ccc([N+](=O)[O-])cc2)C(c2ccccc2)=NN1c1ccc(Br)cc1	-0.8	17	1.0	-1.1	11*	-6	2	1.0	-11	-1.6	0.2
CCc1ccc(-c2nc(SCC(=O)N(CC)C3CCS(=O)(=O)C3)n[nH]2)cc1 (configuration not stated)	1.8	-11	0.7	1.6	-5	0	4	1.2	1	-0.5	5.0
Cc1ccc(-c2csc(NC(=O)c3ccc(Br)cc3)c2C(=O)O)cc1	1.8	1	-1.9	1.1	-2	-15	3	0.4	-36	-0.2	0.4
O=C(NCc1ccc(F)cc1)N1CCN(S(=O)(=O)c2ccccc2F)CC1	-0.7	0	-1.2	-0.2	-1	1	-4	-0.1	-4	-0.6	-1.6
Cc1ccc(-n2c(=O)c3c4c(sc3n(Cc3cc(=O)n5ccccc5n3)c2=O)CCC4)cc1C	0.7	-6	-2.2	1.2	2	3	0	0.6	-1	-0.6	2.4
Cc1ccccc1S(=O)(=O)Nc1nc2ccccc2nc1N1CCc2ccccc2C1	5.1	-56	4.9	-0.3	-18	-51	-24	1.8	-69	0.4	14*
Cc1cc(Cl)ccc1OCCNC(=S)NC(=O)c1cccnc1	0.1	7	0.0	1.0	2	-1	4	1.4	-4	-0.2	-0.8
O=C(NNc1nc2c(F)cccc2s1)C1=COCCO1	0.2	9	5.1	0.2	-2	0	6	0.0	-5	-0.7	1.4
COc1ccc(-n2c(-c3ccc(C(C)(C)C)cc3)n[nH]c2=S)c(OC)c1	1.4	10	0.8	0.9	5	-2	4	1.2	-2	-0.7	-2.7
O=C(Nc1ccccc1)c1ccc(S(=O)(=O)N2CCCCC2)cc1	-1.0	-14	-2.2	0.3	2	1	7	0.2	5	-1.4	-1.0
COc1cc(/C=N/Nc2ccc(Cl)c(C(=O)O)c2)ccc1OC(=O)c1ccco1	1.1	2	0.6	-2.6	1	-1	-19	0.5	-10	-0.8	1.9
CCN(CC)c1ccc(C(=O)OCC(=O)NC2CCCCC2C)cc1 (configuration not stated)	-1.1	-4	-0.1	-0.3	-1	-4	5	-0.6	-4	-1.3	0.4
CNC(=O)CC(C(=O)O)c1ccc(OCC(C)C)cc1 (configuration not stated)	0.0	-2	-1.1	-1.4	-3	-1	14	0.3	3	-1.2	0.9
Fc1ccc(-c2csc(=S)[nH]2)cc1	2.3	-9	-0.4	2.3	-1	-1	10	2.2	-3	-1.8	2.1
CCOC(=O)c1sc(NC(=O)/C=C/c2cnn(CC)c2C)c(C(=O)OCC)c1C	4.0	-8	-0.8	0.6	-1	-16	-2	-0.5	-29	-2.0	-0.2
Cc1ccc(OCCC(=O)OCC(=O)Nc2cc(C)nn2-c2ccccc2)cc1	1.8	3	-1.2	0.7	2	-1	-4	-1.3	1	0.5	-3.0
CCN(Cc1ccncc1)C(=O)CSc1ccc2ccccc2c1	2.0	1	-2.3	0.6	-5	0	2	-0.6	-9	-1.2	-0.6
CCCCc1c(-c2ccccc2OC)ncn1C(C)c1ccc(Cl)cc1 (configuration not stated)	x	-2	-0.3	x	-3	-2	-14	0.1	-3	-1.4	2.3
O=C(COC(=O)c1cc2ccccc2o1)NCc1ccco1	1.7	-14	-1.3	0.0	1	-1	4	1.4	-11	-1.5	-2.7
CCOc1ccc(NC(=O)CN(C)Cc2cc(=O)n3c(-c4ccccc4)csc3n2)cc1OCC	6.3	-44	-0.5	-0.1	-6	-6	-3	-0.6	-6	-1.3	-3.6
COc1ccc(C2C(C(=O)Nc3ccc4c(c3)OCCO4)c3ccccc3C(=O)N2C)cc1 (configuration not stated)	0.4	7	1.9	-0.8	-1	1	3	0.0	0	-1.4	2.1
COc1ccc(-c2cc(C#N)nc(Oc3ccc(Cl)cc3)n2)cc1	2.8	-48	-1.6	0.7	-8	-26	9	-0.2	-36	-1.1	-0.3
CCc1nnc(NC(=O)C(NS(=O)(=O)c2ccc3c(c2)OCCO3)C(C)C)s1 (configuration not stated)	-1.8	-8	0.0	-0.7	-3	-4	-5	0.0	3	-0.9	0.4
O=C1OC(Cc2ccccn2)C(=O)C1=C1SCCS1 (configuration not stated)	1.6	-7	1.5	0.0	2	9	4	0.4	4	-0.4	-1.1
O=C(c1cccc(S(=O)(=O)N2CCc3ccccc32)c1)N1CCc2ccccc2C1	0.2	-9	-0.3	-0.2	4	2	-3	-3.3	-9	-0.6	-3.4
Cc1ccc(O)c(-c2cc(-c3ccccc3C)[nH]n2)c1	2.9	24*	1.4	0.3	9.8*	1	-33	-0.1	2	-0.3	7.2
Cc1cccc(NC(=S)NC2CC3C=CC2C3)c1 (configuration not stated)	1.4	4	-1.8	2.0	0	5	12	0.0	-5	-1.1	1.9
COCc1cc(C)nc(SCC(=O)NC2CCCCC2C)c1C#N (configuration not stated)	-0.2	-3	2.4	0.1	-7	-3	1	-0.9	-8	-0.7	0.1

New compounds follow
Molecule	GAA850 FXN act	ADAM10 inh	hcDAF12 agonist	DAX1 inh-1	ADAM17 inh	PLC-gamma1 inh	sPLA2-III inh	DAX1 inh-2	PLC-beta3 inh	ssDAF-12 act	hgDAF12 agonist
C[C@@H](c1ccccc1)N1C[C@@H](COCc2ccccc2)Oc2cc(N3CCC[C@@H]3CO)ccc2S1(=O)=O	x	-12	-0.1	x	-1	-5	4	1.1	-9	-1.7	1.4
C=CCn1cc(C(=O)OCC)c(=O)c2cc(F)c(F)cc21	1.3	5	-0.4	x	3	6	-1	0.1	-1	-0.7	-1.0
O=c1[nH]c(CN2CCN(c3ccccc3O)CC2)nc2scc(-c3ccccc3Cl)c12	-1.2	9	-1.6	0.2	3	-4	-7	-1.5	-10	-2.3	-2.0
CCOC(=O)C(CC)n1cnc2c(nnn2-c2ccc(F)cc2)c1=O (configuration not stated)	19*	-10	1.0	-0.3	-7	2	16	-0.1	4	-0.8	7.9
CC1(C)COC(c2ccccc2Cl)OC1	0.1	-5	-1.1	2.0	0	5	3	1.1	5	-0.8	4.0
Clc1ccc(-c2onc3c2CCCC3)cc1	2.3	-2	-0.2	0.6	-3	3	1	-0.5	1	-1.0	1.2
COc1ccc2nc3cc(Cl)ccc3c(Nc3cc(C(C)C)c(O)cc3C)c2c1	-7.5	-83	-2.4	-1.2	-45	-66	18	-0.5	-106	-1.1	0.2
NS(=O)(=O)c1ccc(CNC(=O)c2cc(S(=O)(=O)N3CCOCC3)ccc2N2CCCC2)cc1	-1.7	-32	-0.5	-0.7	-11	-7	7	-1.0	-10	-1.1	-3.3
O=C(NCc1cccnc1)c1ccc(-c2cc(Cl)ccc2Cl)o1	-0.7	16	-2.5	0.7	2	0	-4	0.4	-2	-1.5	0.9
CC(=O)C[C@H](O)CC(=O)[C@@H]1OC(=O)CCCCC/C=C/Cc2ccccc21	0.2	13	0.6	0.1	8.8*	5	-6	-0.5	4	-1.4	-1.2
Cc1c(C(=O)O)oc2ccc(S(=O)(=O)N(CC(C)C)CC(C)C)cc12	-0.6	2	0.5	1.7	-1	1	-12	-0.2	-1	-0.9	-1.1
CCOC(=O)N1CCN(Cc2oc(CO)cc(=O)c2O)CC1	0.1	3	-0.4	1.1	-4	-2	2	-0.2	1	-1.1	1.7
CC(C)N(C(=O)[C@H]1CC(CC(=O)NCCN2CCOCC2)C(=O)N2CCc3c([nH]c4ccccc34)[C@]12C)C(C)C (some centres not stated)	-0.8	-7	-1.0	3.5	-2	2	-1	0.3	2	-1.4	-2.6
CC(=O)CC(=O)NC1CCc2ccccc21 (configuration not stated)	1.6	-5	-0.2	1.3	-3	-2	-3	0.1	5	-1.3	3.5
Cc1cc2cc(CN(CCN3CCOCC3)C(=O)Nc3ccccc3F)c(=O)[nH]c2cc1C	-0.8	-21	-0.5	2.9	-11	-2	5	-0.2	-1	-1.2	-0.8
CC1(C)CC(=O)C=C(c2ccccc2F)C1=O	x	-9	-0.2	x	2	2	-4	1.0	2	-1.3	0.3
CC(=O)Nc1ccc(OCC(O)CN2CCN(c3ccc(C)c(Cl)c3)CC2)cc1 (configuration not stated)	3.5	5	-2.5	-1.4	3	5	-8	-1.1	5	-1.3	-2.4
COc1cc(C23CCCN(CCC(C(C)(C)C)C2)C32OCCO2)cc(OC)c1OC (configuration not stated)	x	-1	0.4	x	2	11*	-11	0.4	2	-0.9	0.8
C=C(c1ccccc1Cl)[n+]1ccccc1	-0.5	3	-2.7	1.6	0	4	-3	-0.6	-3	-1.7	-1.9
CN(C)S(=O)(=O)c1cccc(NC(=O)c2sccc2-c2ccccc2)c1	0.6	-12	-2.9	-0.2	-2	0	-1	-2.1	-5	-1.4	-0.8
CCOC(=O)Nc1ccc2c(c1)N(C(=O)CN(C)C)c1ccccc1S2	-1.5	-14	-0.7	-0.2	-3	3	5	-0.7	2	-1.7	-1.5
CCC(=O)Nc1ccc(C(=O)NNC(=O)C2CCCCC2)cc1	0.3	-19	-1.0	2.3	-3	0	4	-1.9	-10	-1.1	0.5
CCN(CC)C(=S)SCC(=O)c1ccc(Br)cc1	3.6	-3	2.8	2.1	0	2	-30	0.8	3	-0.7	8.0
Cc1nc(SCc2ccc(O)c([N+](=O)[O-])c2)c([N+](=O)[O-])[nH]1	1.2	13	-1.3	-0.1	1	6	2	0.6	7	-1.4	1.3
